Screening results: PubChem BioAssay, National Center for Advancing Translational Sciences (NCATS)
USP1-UAF1 inh: USP1/UAF1 (human) deubiquitinase inhibition; AID 743255; Potency, µM (series often up to 57.1 µM), without a hit: at the highest dose activity change, negative = inhibition, most hits filed as inhibitors; recombinant USP1/UAF1, Ub-Rhodamine cleavage fluorescence; 390,000 compounds, 0.23% hits; O94782; further: on the % scale 0 is the no-effect control and ±100 the full control effect; nearly all actives have a fitted effect of over 60% in size; inactives centre near -12
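USP1/UAF1 complex (1 nM) preincubated 15 min at room temperature with compound, then Ub-Rho substrate (150 nM final) added. Kinetic fluorescence at 480/540 nm over 6 reads at 60 s intervals; 50 mM HEPES pH 7.8, 0.5 mM EDTA, 0.1 mg/ml BSA, 1 mM TCEP, 0.01% Tween-20.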
TrxR1 substrate: rat thioredoxin reductase 1 substrate activity; 390,000 compounds, 0.01% hits; purified TrxR1 substrate turnover, NADPH consumption readout; Potency, µM (doses to about 114 µM), for the others: at the top dose activity change, negative = substrate turnover; AID 588456; further: on the % scale 0 is the no-effect control and ±100 the full control effect; nearly all actives have a fitted effect of over 50% in size
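Rat TrxR1, dispensed at 90 nM, was prereduced with 400 uM NADPH (final) for 5 min at ~22 deg C, then incubated with compound 15 min before 400 uM selenite. A first-read NADPH fluorescence drop versus no-compound background flagged substrates.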
Vif-A3F inh: inhibitors of Vif-A3F interaction; HeLa A3F-eYFP + Vif (tagged APOBEC3F with the HIV-1 protein that degrades it), YFP fluorescence increase; Potency, µM (highest dose often 46.1 µM), without a hit: at the top dose activity, negative = active; 390,000 compounds, 0.2% hits; further: % of control where 0% means no effect; nearly all actives have a fitted effect of over 65% in size
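Fluorescence increase (Ex 488/Em 500-530) after overnight compound treatment at 37 deg C flags inhibition of Vif-driven A3F-eYFP loss in stable HeLa A3F-eYFP/Vif cells seeded overnight beforehand.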
ALOX12 inh: inhibitors of human 12S-lipoxygenase ALOX12. Potency, µM (highest dose often 108 µM), inactives show at the top dose activity change, negative = inhibition, hits mostly inhibitors. P18054. 580,000 compounds, 1.1% hits. purified 12hLO, xylenol orange hydroperoxide absorbance; further: on the % scale 0 is the no-effect control and ±100 the full control effect
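Hydroperoxide product was detected by ferrous iron/xylenol orange as the 573 to 405 nm absorbance ratio. Arachidonic acid at 40 uM (final) was turned over for 30 min at room temperature by 150 nM human 12hLO, pH 7.0 Hepes buffer, after 15 min compound preincubation.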
Vif-APOBEC3G blk: blocks the Vif interaction with human APOBEC3G; Potency, µM (top dose mostly 46.1 µM), inactives show at the top dose activity, negative = active, most hits filed as inhibitors; Q9HC16; 410,000 compounds, 0.076% hits; HeLa A3G-eYFP + Vif (tagged APOBEC3G with the HIV-1 protein that degrades it), YFP fluorescence, overnight;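 further: on the % scale 0 is the no-effect control and ±100 the full control effect; nearly all actives have a fitted effect of over 60% in size; hits raise eYFP signal because A3G escapes Vif-driven loss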
Target sequence (Q9HC16 whole entry, looked up): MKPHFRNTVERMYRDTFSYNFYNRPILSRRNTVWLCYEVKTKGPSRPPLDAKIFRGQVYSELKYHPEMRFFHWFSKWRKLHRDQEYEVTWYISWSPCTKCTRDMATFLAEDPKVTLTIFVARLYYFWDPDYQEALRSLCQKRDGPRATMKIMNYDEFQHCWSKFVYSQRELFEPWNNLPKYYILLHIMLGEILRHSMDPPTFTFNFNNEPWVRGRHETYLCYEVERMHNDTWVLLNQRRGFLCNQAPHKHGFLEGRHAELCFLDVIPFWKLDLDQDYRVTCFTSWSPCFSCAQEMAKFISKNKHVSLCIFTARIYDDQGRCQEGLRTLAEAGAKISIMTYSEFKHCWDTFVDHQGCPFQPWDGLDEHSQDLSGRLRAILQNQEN
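HeLa cells stably expressing Vif and C-terminally eYFP-tagged A3G, seeded overnight at 37 deg C, then exposed to compound by pintool overnight at 37 deg C. Rise in yellow fluorescence (Ex 488/Em 500-530, Acumen) marks blocked Vif-driven A3G degradation.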
RXFP1 ag: RXFP1 (human) receptor agonism; HEK293T-RXFP1 cAMP TR-FRET, 30 min; response scale: percent of porcine relaxin response, buffer zero; Potency, µM (titrated, usually from 57.5 µM), for the others: at the highest dose activation, hits mostly activators; 370,000 compounds, 0.3% hits; Q9HBX9; further: on the % scale 0 is the no-effect control and ±100 the full control effect; nearly all actives have a fitted effect of over 60% in size; many of its hits are not listed in these tables
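cAMP rise read by TR-FRET after 30 min, 37C compound exposure (up to 58 uM) in RXFP1-transfected HEK293 cells with Ro 20174 present. EC50 from Hill-equation fits, with 29 nM porcine relaxin as 100% and buffer as basal.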
rTrxR1 inhibitor: rat TrxR1 inhibition; O89049; Potency, µM (top dose mostly 114 µM), for inactives: top-dose activity change, negative = inhibition, actives largely listed as inhibitors; AID 588453; 390,000 compounds, 1% hits; recombinant rTrxR1, NADPH fluorescence consumption, selenite substrate; further: on the % scale 0 is the no-effect control and ±100 the full control effect; nearly all actives have a fitted effect of over 65% in size
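Rat TrxR1 (90 nM in the dispensed reagent) was pre-reduced with 400 uM NADPH for 5 min at room temperature, then incubated with compound for 15 min. After 400 uM selenite was added, NADPH fluorescence (Ex 340/Em 450 nm) was followed for 8 min.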
RGS4 inhibitor: inhibitors of human regulator of G protein signaling 4; 390,000 compounds, 0.039% hits; Transcreener GDP fluorescence polarization, RGS4-accelerated GTP hydrolysis; AID 504845; Potency, µM (doses to about 114 µM), for the others: at the highest dose activity change, negative = inhibition, most hits filed as inhibitors; P49798; further: on the % scale 0 is the no-effect control and ±100 the full control effect; nearly all actives have a fitted effect of over 75% in size; some results filed as inactive show a strong effect at the top dose
Target sequence (P49798 whole entry, looked up): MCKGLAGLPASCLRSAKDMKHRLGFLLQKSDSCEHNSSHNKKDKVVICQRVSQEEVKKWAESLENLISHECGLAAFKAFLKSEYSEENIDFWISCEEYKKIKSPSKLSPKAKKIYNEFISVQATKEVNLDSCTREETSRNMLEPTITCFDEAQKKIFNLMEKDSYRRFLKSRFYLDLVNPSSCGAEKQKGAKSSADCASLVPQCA
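MLSMR compounds (23 nl, pin-transferred) preincubated 10 min at room temperature with a 500nM (2x) first reagent, then RGS4 at 900nM (2x) plus Transcreener GDP mix added; fluorescence polarization (620/688 nm) read before and after 90 min at 30 °C.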
mIDH1 inhibitor: blocks human mutant IDH1 R132H enzyme | Potency, µM (titrated, usually from 76.6 µM), without a hit: top-dose activity change, negative = inhibition, usual class: inhibitors | IDH1-R132H enzyme, NADPH consumption, diaphorase/resazurin fluorescence | 390,000 compounds, 0.093% hits; further: on the % scale 0 is the no-effect control and ±100 the full control effect; nearly all actives have a fitted effect of over 65% in size
Target sequence (O75874 whole entry R132H, stated change not applied): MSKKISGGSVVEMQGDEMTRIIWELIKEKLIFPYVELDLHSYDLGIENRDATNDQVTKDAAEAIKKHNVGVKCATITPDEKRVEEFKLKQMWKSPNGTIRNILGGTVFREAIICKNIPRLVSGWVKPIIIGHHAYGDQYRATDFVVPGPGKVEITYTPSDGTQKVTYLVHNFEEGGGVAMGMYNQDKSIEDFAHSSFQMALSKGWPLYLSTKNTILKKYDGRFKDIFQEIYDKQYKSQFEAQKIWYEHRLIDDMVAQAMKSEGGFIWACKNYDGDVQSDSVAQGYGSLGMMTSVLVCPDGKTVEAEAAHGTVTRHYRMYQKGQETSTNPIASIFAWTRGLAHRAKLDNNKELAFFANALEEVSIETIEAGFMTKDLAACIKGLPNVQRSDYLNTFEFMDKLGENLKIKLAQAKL
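IDH1-R132H (0.5 ug/mL dispensed) in pH 7.5 Tris buffer was preincubated 30 min with compound, then given a substrate mix of 0.016 mM NADPH and 2 mM alpha-KG for 80 min at room temperature; remaining NADPH was read by diaphorase/resazurin fluorescence.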
The depositor's hits bear a star; ? = inconclusive; . = not tested or not shown; & = joins results of further samples; ! = not active in a repeat; [ ] = remark or other dose. The call rests on the fitted dose curve; in most records, active means well fitted curve in the direction sought with a large enough effect; inconclusive means small, poorly fitted or top-dose-only effect, or another doubt; inactive means no such curve, though single readings can be large; an effect the other way counts as inactive or inconclusive. Potency means the concentration at half of the fitted maximal effect. Some of the compounds tested; rates above refer to the full screens.

SMILES	USP1-UAF1 inh	TrxR1 substrate	Vif-A3F inh	ALOX12 inh	Vif-APOBEC3G blk	RXFP1 ag	rTrxR1 inhibitor	RGS4 inhibitor	mIDH1 inhibitor
CC(C)C(=O)Nc1ccc(NC(=O)c2ccc(COc3ccccc3)cc2)cc1	-12%	13%	-5%	1%	-1%	4.8%	22%[57.1 µM]	-20%	2%
O=C(NC1CCCCC1)c1ccc(-c2cccc([N+](=O)[O-])c2)o1	-8%	4%	1%	0%	-6%	-2.2%	2%	10%	6%
CC(=O)CCSc1nnc(-c2cccc(S(=O)(=O)N3CCOCC3)c2)o1	-21%	-11%	-9%	-8%	0%	13%	-17%	-30%	3%
CCc1cc(=O)oc2cc(C)cc(OC(C)C(=O)NCCCN3CCCC3=O)c12 (configuration not stated)	-23%	161%[activator]	1%	-6%	4%	0.6%	38%[activator]	16%	-7%
COC(=O)c1cc(NC(=O)CN2C(=O)C(=O)N(C3CCCC3)C2=O)cc(C(=O)OC)c1	6%	-6%	5%	213%[activator]	1%	1.4%	-7%	5%	0%
Cn1ncc(Br)c1NC(=O)Nc1ccc(OC(F)(F)F)cc1	-9%	-5%	2%	11%	-1%	2.3%	2%	6%	9%
Nc1[nH]c(=O)[nH]c(=O)c1N=Nc1ccccc1Cl	-2%	-12%	-3%	-23%	-5%	1.6%	-3%	23%	-7%
Cn1cnc(S(=O)(=O)Nc2cc(C(F)(F)F)ccc2N2CCOCC2)c1	-11%	2%	-1%	-19%	-1%	0.3%	11%	12%	-4%
CC(C)CN(C(=O)COC(=O)c1ccc(Cl)nc1)c1c(N)n(Cc2ccccc2)c(=O)[nH]c1=O	-5%	-9%	-7%	-18%	1%	0.5%	-14%	-10%	2%
Cc1ccccc1OCCSCc1nc2ccccc2[nH]1	-5%	-15%	-1%	-17%	-15%	1.5%	-6%	9%	9%
O=C(NCCC1=CCCCC1)C(=O)c1c[nH]c2ccccc12	-22%	-6%	0%	16%	-1%	-3.3%	-6%	-27%	1%
CCOc1cc(N2CCOCC2)c(OCC)cc1NC(=O)COC(=O)c1ccc(Cl)nc1	3%	8%[57.1 µM]	6%	-4%	2%	.	-1%[2.29 µM]	22%	2%
O=C(O)c1ccc(/C=C2\SC(=S)N(NC(=O)c3ccccc3[N+](=O)[O-])C2=O)cc1	-14%	-19%	1%	-7%	5%	-3.1%	-12%	-28%	-2%
O=C(/C=C\Nc1ccc2c(c1)OCO2)c1ccc(Cl)s1	-10%	-3%	?	-10%	-13%	1.6%	8%	-10%	1%
Cc1[nH]c(=O)[nH]c(=O)c1S(=O)(=O)Nc1ccc(F)c(Cl)c1	-17%	4%	-1%	4%	1%	-1.4%	23%	6%	-3%
Cc1ccccc1Nc1nc(N)nc(CSc2nc3ccccc3s2)n1	-16%	-5%	-14%	-1%	-2%	1.9%	2%	-1%	3%
Cc1ccc(-n2nnnc2-c2ccco2)cc1	-6%	7%[11.4 µM]	-4%	21%	0%	0.6%	9%[11.4 µM]	0%	7%
Cc1ccc(NC(=O)C2CC(=O)N(C(C)C)C2)cc1Cl (configuration not stated)	-11%	2%	11%	-2%&-5%	3%	0.5%	29%	1%	-8%
COc1ccc(-c2nc(C#N)c(NCCN(C)C)o2)cc1	-16%	216%[activator]	-3%	?	2%	.	-1%	6%	-5%
Cc1noc(C)c1C(=O)Nc1ccc(F)c(F)c1	-10%	6%[57.1 µM]	2%	13%	0%	-1.2%	10%[57.1 µM]	17%	0%
COC(=O)c1cn(NC(=O)c2cc(OC)cc(OC)c2)c(=O)c2ccccc12	-8%	1%[57.1 µM]	-13%	0%	-3%	1.2%	0%[57.1 µM]	-21%	3%
CCCCc1ccc(NC(=O)N[C@H](C(=O)O)C(C)CC)cc1 (some centres not stated)	-13%	5%	-9%	298%[activator]	-2%	0.4%	16%	2%	-11%
CCOc1ccc(N(CC)C(=O)Cn2cnc3sc(C)c(S(=O)(=O)N4CCN(c5ncccn5)CC4)c3c2=O)cc1	-21%	-2%	4%	0%	1%	0.6%	20%	4%	-1%
CC1CN(S(=O)(=O)c2ccc(NC(=O)c3ccco3)cc2)CC(C)O1 (configuration not stated)	-12%	1%[57.1 µM]	-7%	-22%	2%	1.3%	15%[57.1 µM]	11%	14%
CCn1c(CCCOc2ccc(Cl)cc2Cl)n[nH]c1=S	-23%	4%	0%	25µM*!	-1%	-1.4%	9%	?	0%
(more compounds)
SMILES	USP1-UAF1 inh	TrxR1 substrate	Vif-A3F inh	ALOX12 inh	Vif-APOBEC3G blk	RXFP1 ag	rTrxR1 inhibitor	RGS4 inhibitor	mIDH1 inhibitor
COc1ccc([C@@H]2[C@H]3C(=O)N(c4cccc(C(F)(F)F)c4)C(=O)[C@H]3ON2C)cc1	-9%	-8%	2%	16%	0%	-0.5%	-12%	3%	12%
COc1ccc(N2CCN(CCS(=O)(=O)c3cc(Cl)ccc3Cl)CC2)cc1	-20%	1%	0%	165%[activator]	-8%	-2.6%	3%	-31%	9%
COc1ccc(CCNC(=O)CSc2cn(Cc3cccc(C)c3)c3ccccc23)cc1OC	-23%	-3%[57.1 µM]	1%	-1%	5%	5.4%	1%[57.1 µM]	-1%	-3%
COc1ccc(/C=C2\SC(=N)N(c3ccc(F)cc3)C2=O)cc1OC	?	3%[57.1 µM]	11%	-5%	-5%	1.0%	10%[57.1 µM]	-48%	-1%
NC(CSC(c1ccccc1)(c1ccccc1)c1ccc2c(c1)OCO2)C(=O)O (configuration not stated)	?	.	-2%	13µM*	?	.	.	.	8%
Cc1ccc(NC2=C(CC(=O)O)C(c3ccc(F)cc3)N(c3ccc(C)cc3)C2=O)cc1 (configuration not stated)	-35%	0%	-12%	?	-1%	3.7%	?	0%	-19%
O=C(Nc1nccs1)C1CCN(S(=O)(=O)c2ccc(F)cc2)CC1	-14%	11%	4%	9%	3%	-0.6%	19%	9%[11.4 µM]	3%
c1ccc2c(Nc3nc(N4CCOCC4)c4ccccc4n3)cccc2c1	?	10%	-2%	?	-5%	2.5%	11%[57.1 µM]	-9%	-5%
O=C(Nc1ccccc1C(=O)OCc1cc(=O)n2ccsc2n1)c1ccccc1Cl	-11%	3%[57.1 µM]	-6%	-25%	-3%	7.1%	15%[57.1 µM]	16%	1%
ON=C1c2ccccc2-c2ccc(F)cc21	-11%	8%[11.4 µM]	11%	-6%	0%	.	6%[11.4 µM]	-6%	5%
c1cncc(-c2nc(N3CCOCC3)c3c4c(sc3n2)CCC4)c1	-16%	17%[57.1 µM]	-4%	-1%	-3%	6.2%	14%[57.1 µM]	0%	0%
COc1ccccc1CNC(=O)COC(=O)c1ncc(Cl)c(Cl)c1Cl	-9%	-6%	-1%	-22%	2%	1.1%	-11%	13%	-1%

Nothing new here: entries from further up.
SMILES	USP1-UAF1 inh	TrxR1 substrate	Vif-A3F inh	ALOX12 inh	Vif-APOBEC3G blk	RXFP1 ag	rTrxR1 inhibitor	RGS4 inhibitor	mIDH1 inhibitor
COc1ccc(CCNC(=O)CSc2cn(Cc3cccc(C)c3)c3ccccc23)cc1OC	-23%	-3%[57.1 µM]	1%	-1%	5%	5.4%	1%[57.1 µM]	-1%	-3%
COc1ccc(/C=C2\SC(=N)N(c3ccc(F)cc3)C2=O)cc1OC	?	3%[57.1 µM]	11%	-5%	-5%	1.0%	10%[57.1 µM]	-48%	-1%
NC(CSC(c1ccccc1)(c1ccccc1)c1ccc2c(c1)OCO2)C(=O)O (configuration not stated)	?	.	-2%	13µM*	?	.	.	.	8%
Cc1ccc(NC2=C(CC(=O)O)C(c3ccc(F)cc3)N(c3ccc(C)cc3)C2=O)cc1 (configuration not stated)	-35%	0%	-12%	?	-1%	3.7%	?	0%	-19%
O=C(Nc1nccs1)C1CCN(S(=O)(=O)c2ccc(F)cc2)CC1	-14%	11%	4%	9%	3%	-0.6%	19%	9%[11.4 µM]	3%
c1ccc2c(Nc3nc(N4CCOCC4)c4ccccc4n3)cccc2c1	?	10%	-2%	?	-5%	2.5%	11%[57.1 µM]	-9%	-5%
O=C(Nc1ccccc1C(=O)OCc1cc(=O)n2ccsc2n1)c1ccccc1Cl	-11%	3%[57.1 µM]	-6%	-25%	-3%	7.1%	15%[57.1 µM]	16%	1%
ON=C1c2ccccc2-c2ccc(F)cc21	-11%	8%[11.4 µM]	11%	-6%	0%	.	6%[11.4 µM]	-6%	5%
c1cncc(-c2nc(N3CCOCC3)c3c4c(sc3n2)CCC4)c1	-16%	17%[57.1 µM]	-4%	-1%	-3%	6.2%	14%[57.1 µM]	0%	0%
COc1ccccc1CNC(=O)COC(=O)c1ncc(Cl)c(Cl)c1Cl	-9%	-6%	-1%	-22%	2%	1.1%	-11%	13%	-1%
